# CHRM1 antagonist: blocks human M1 muscarinic receptor | CHO-K1 hM1, Fluo-8 calcium fluorescence, ACh EC80 antagonist | P11229 | inhibition, % at 3 µM | 360,000 compounds, 1.3% hits;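 active = percent inhibition above its own plate's cutoff, namely the mean of that plate's compound wells plus 3 SD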;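 note: peak over basal fluorescence ratio during 140 s after agonist addition; 0% = ACh EC80 plus DMSO and 100% = DMSO alone without agonist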
# Target sequence (P11229 whole entry, looked up): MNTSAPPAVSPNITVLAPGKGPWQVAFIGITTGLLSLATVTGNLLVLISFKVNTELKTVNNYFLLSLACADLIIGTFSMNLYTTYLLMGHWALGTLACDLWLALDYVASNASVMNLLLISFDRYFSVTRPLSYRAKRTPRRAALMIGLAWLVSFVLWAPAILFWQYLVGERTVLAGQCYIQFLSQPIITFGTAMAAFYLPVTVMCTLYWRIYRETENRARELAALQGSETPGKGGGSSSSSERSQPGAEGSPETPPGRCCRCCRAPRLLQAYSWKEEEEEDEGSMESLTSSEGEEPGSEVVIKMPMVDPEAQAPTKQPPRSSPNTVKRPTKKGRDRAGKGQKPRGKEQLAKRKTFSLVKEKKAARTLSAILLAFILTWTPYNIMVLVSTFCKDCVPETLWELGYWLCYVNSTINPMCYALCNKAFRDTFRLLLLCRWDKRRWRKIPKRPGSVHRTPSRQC
# CHRM1 agonist: human M1 muscarinic receptor agonism; P11229; CHO-K1 hM1, Fluo-8 calcium fluorescence, agonist mode; 0% DMSO, 100% acetylcholine EC100; activation, % at 3 µM; 360,000 compounds, 0.33% hits;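 active = activation above the run's mean compound activation plus 3 SD, cut at about 16% in these data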;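 note: peak over basal fluorescence ratio within a 140 s kinetic read after compound addition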
# CHO-K1 Ca ag: M1 agonist counterscreen hit in parental CHO-K1 cells. Fluo-8 calcium fluorescence; scaled to maximal ATP response, vehicle zero. activation, % at 3 µM. 360,000 compounds, 0.48% hits; in the data active = activation above about 15%;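 note: untransfected CHO-K1 host cells lacking M1 receptor as counterscreen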
# TAAR1 ag: agonists of human TAAR1 | Q96RJ0 | CHO RD-HGA16 TAAR1, Fluo-8 calcium fluorescence; vehicle wells 0%, saturating PEA agonist 100% | activation, % at 3 µM | 360,000 compounds, 0.99% hits;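 active = activation above the mean activation of all test compounds in the run plus 3 SD, cut at about 38% in these data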
# Target sequence (Q96RJ0 whole entry, looked up): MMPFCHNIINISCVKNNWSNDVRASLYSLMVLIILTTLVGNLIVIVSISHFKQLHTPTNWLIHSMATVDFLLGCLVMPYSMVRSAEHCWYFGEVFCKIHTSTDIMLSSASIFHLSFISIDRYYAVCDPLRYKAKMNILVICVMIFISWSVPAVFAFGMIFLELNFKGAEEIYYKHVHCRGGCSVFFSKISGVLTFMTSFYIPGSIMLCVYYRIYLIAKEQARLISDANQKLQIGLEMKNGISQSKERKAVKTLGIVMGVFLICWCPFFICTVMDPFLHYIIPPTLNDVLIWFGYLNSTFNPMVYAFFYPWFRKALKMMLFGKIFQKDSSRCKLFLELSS
#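 Benchmarks: low control DMSO, high control PEA (EC100); System: CHO RD-HGA16 cells carrying human TAAR1 plus Gα16; Detection: Fluo-8 fluorescence, 5 s baseline then 140 s kinetic read; Schedule: 17-24 h plating, Fluo-8 75 min 37 °C, 30 min RT; Read-out basis: % activation from peak over basal fluorescence ratio, DMSO-to-PEA scaled.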
# M1 PAM parental: nonselective activator or artifact in parental CHO-K1 calcium assay; ATP EC20, Fluo-8 calcium fluorescence; 0% at ATP EC20, 100% at ATP max; 360,000 compounds, 0.02% hits; activation, % at 3 µM; AID 602247;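 active = activation above the run cutoff, the mean activation of all test compounds plus 3 SD, cut at about 40% in these data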;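 note: peak over basal fluorescence ratio in a 140 s read after ATP addition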
# TAAR1 antag: antagonists of human TAAR1. inhibition, % at 3 µM. CHO RD-HGA16 TAAR1, Fluo-8 calcium fluorescence, antagonist. Q96RJ0. AID 624466. 360,000 compounds, 1.5% hits;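 active = inhibition above a per-plate cutoff, the mean inhibition of test compounds on that plate plus 3 SD, cut at about 49% in these data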;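 note: 0% = DMSO plus EC80 beta-PEA response and 100% = DMSO alone without agonist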
#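 Assay system: RD-HGA16 CHO cells with stable hTAAR1 and Gα16 / Reagent: EC80 β-phenethylamine stimulus / Doses: 3 µM, single point / Timing: dye loading 75 min at 37 °C, then 30 min room temperature / Measured by: Fluo-8 intracellular calcium dye fluorescence, real-time kinetic reads / Controls: vehicle wells and EC80 agonist wells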
# CHRM1 PAM: positive allosteric modulators of human M1 muscarinic receptor | P11229 | CHO-K1 hM1, Fluo-8 calcium fluorescence, ACh EC20; 0% = ACh EC20, 100% = maximal ACh | activation, % at 3 µM | 360,000 compounds, 0.088% hits; in the data active = activation above about 19%, passing the limit was not always enough
# CHO-K1 Ca antag: M1 antagonist counterscreen hit in parental CHO-K1 cells. 360,000 compounds, 0.6% hits. inhibition, % at 3 µM. ATP-induced calcium, Fluo-8 fluorescence;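 active = inhibition above a per-plate cutoff, the plate's mean sample inhibition plus 3 SD, cut at about 24% in these data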;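 note: 0% = DMSO plus EC80 ATP and 100% = DMSO alone without ATP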
# CHO parental Ca: counter-screen: ATP calcium response change in parental CHO cells; parental CHO-K1, ATP-induced calcium, Fluo-8 fluorescence; inhibition, % at 5.6 µM; 330,000 compounds, 0.63% hits; AID 463079;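 active = inhibition above that plate's mean sample inhibition plus 3 SD, cut at about 26% in these data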;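 note: 0% = ATP-challenged DMSO wells and 100% = DMSO wells without ATP; some compounds past the cut are filed as inactive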
#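 Measured by: calcium-sensitive Fluo-8 fluorescence / Test system: CHO parental line / Controls: ATP-challenged DMSO wells low, unchallenged DMSO wells high / Measure: % inhibition / Compound: single nominal dose of 5.6 µM per compound / Replicates: single well per compound, no replicates / Reagent: ATP as calcium-mobilizing challenge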
# An asterisk follows results filed as active; nt = no result given.
SMILES,CHRM1 antagonist,CHRM1 agonist,CHO-K1 Ca ag,TAAR1 ag,M1 PAM parental,TAAR1 antag,CHRM1 PAM,CHO-K1 Ca antag,CHO parental Ca
CC(C)CC1C(=O)N(Cc2cn(CCC3OCCCO3)nn2)CCS(=O)(=O)N1Cc1ccc(-c2cccc(CO)c2)cc1 (stereo not given),16,-3,5.4,15,-5,38,-12,3,nt
CCC(C)NC(=O)CNC(=O)Cn1c(C)cc2ccccc2c1=O (stereo not given),2,-2,9.8,7,-15,-3,2,-8,-12
COC(=O)[C@]12C(=O)NC[C@H](CN1c1ccc(C(F)(F)F)cc1)N2C,1,-2,-0.2,2,-14,9,1,-6,-8
O=C(CSCc1ccc(Cl)cc1)Nc1ccc(-c2nnc(-c3ccccc3)o2)cc1,-12,1,-0.1,36,17,-18,7,-14,-5
Cc1nn(C)c(=S)[nH]c1=S,-24,3,0.2,1,-4,-8,5,-4,nt
COc1cc2c(cc1OC)C(C)N(C(=O)Nc1ccccc1)CC2 (stereo not given),-9,-6,2.4,10,17,1,5,-9,-10
COCCCNC(=O)CCc1ccccc1,2,-6,1.4,6,17,-2,-1,-10,11
Cc1sc(NC(=O)CSc2nc(O)cc(=O)[nH]2)nc1-c1ccccc1,-5,-11,0.0,4,18,26,9,-3,6
COCCN(C(=O)COC(=O)CCOc1cccc(C)c1)c1c(N)n(Cc2ccccc2)c(=O)[nH]c1=O,-4,-3,0.2,1,-15,-13,4,16,-11
Cc1ccnc(NS(=O)(=O)c2ccccc2)c1,-3,-3,0.0,7,-12,-3,5,5,-8
N#CCCN(C(=O)Nc1ccccc1)c1ccccc1,2,-5,5.5,0,11,11,-3,-1,-8
COc1cc(OC)c2c(-c3cccc(-c4ccc(OC(F)(F)F)cc4)c3)cc(=O)oc2c1,-16,-2,0.2,1,17,-15,10,-8,-32
COCCN(C(=O)Nc1ccc(F)cc1F)c1nc2ccccc2s1,-6,-2,0.0,-1,-23,0,7,10,2
COC(=O)[C@]12CCCCC=C1N(CCC1=CCCCC1)C(=O)[C@H](CC(=O)NCCCN1CCCC1=O)C2,nt,nt,3.6,4,16,-10,nt,-22,nt
O=C(OCC(=O)c1ccc[nH]1)c1ccccc1,2,-2,3.9,1,13,-10,-1,-5,14
O=c1c2ccccc2nc2c3ccccc3c(NCc3ccccn3)nn12,5,-9,2.2,9,9,11,-3,3,-18
O=[N+]([O-])c1ccc(NN=Cc2ccc(O)cc2O)nc1,-8,3,2.4,23,2,0,-1,-10,nt
CCN(CC)S(=O)(=O)c1ccc(O)c(NC(=O)COc2ccc(S(=O)(=O)N3CCOCC3)cc2)c1,9,-7,0.3,0,15,3,-2,-10,nt
O=C(CN1c2ccccc2Sc2ccccc21)NNC(=S)Nc1ccc(Cl)cc1,9,-3,3.0,0,-4,4,0,7,-3
O=C(Cn1cc2c(n1)CCCC2)Nc1ccccc1Cl,-10,-3,-0.1,-2,0,13,1,16,2

# Random excerpt: 2 compounds from above
SMILES,CHRM1 antagonist,CHRM1 agonist,CHO-K1 Ca ag,TAAR1 ag,M1 PAM parental,TAAR1 antag,CHRM1 PAM,CHO-K1 Ca antag,CHO parental Ca
COc1cc2c(cc1OC)C(C)N(C(=O)Nc1ccccc1)CC2 (stereo not given),-9,-6,2.4,10,17,1,5,-9,-10
O=C(OCC(=O)c1ccc[nH]1)c1ccccc1,2,-2,3.9,1,13,-10,-1,-5,14

# Laid out differently: results already given.
canonical_smiles | CHRM1 antagonist | CHRM1 agonist | CHO-K1 Ca ag | TAAR1 ag | M1 PAM parental | TAAR1 antag | CHRM1 PAM | CHO-K1 Ca antag | CHO parental Ca
COc1cc2c(cc1OC)C(C)N(C(=O)Nc1ccccc1)CC2 (stereo not given) | -9 | -6 | 2.4 | 10 | 17 | 1 | 5 | -9 | -10
COc1cc(OC)c2c(-c3cccc(-c4ccc(OC(F)(F)F)cc4)c3)cc(=O)oc2c1 | -16 | -2 | 0.2 | 1 | 17 | -15 | 10 | -8 | -32
CCN(CC)S(=O)(=O)c1ccc(O)c(NC(=O)COc2ccc(S(=O)(=O)N3CCOCC3)cc2)c1 | 9 | -7 | 0.3 | 0 | 15 | 3 | -2 | -10 | nt

# The results go on.
SMILES,CHRM1 antagonist,CHRM1 agonist,CHO-K1 Ca ag,TAAR1 ag,M1 PAM parental,TAAR1 antag,CHRM1 PAM,CHO-K1 Ca antag,CHO parental Ca
Cc1ccc(N(C)S(=O)(=O)c2c[nH]c3ccc([N+](=O)[O-])cc23)cc1,8,0,2.8,3,-4,51*,-3,3,-8
Cc1cc(NC(=O)CSc2nc3ccccc3c(=O)n2C(C)c2ccccc2)no1 (stereo not given),7,-3,2.3,10,16,-2,2,-8,-14
CCc1c(C)nc2ncnn2c1Nc1ccccc1C,-10,1,4.8,7,2,4,5,-8,nt
COC(=O)c1ccc(NC(=O)CSc2nncn2-c2cccnc2)cc1,-4,-2,-0.4,1,-8,2,6,-1,-20
O=C(CSCc1ccc(Cl)cc1)Nc1ccc2c(c1)OCO2,-13,-5,0.8,7,14,7,0,-4,-20
CCSc1nc2c(c(=O)[nH]c(=O)n2C)n1C,-14,0,0.6,0,18,-3,13,-3,-8
O=C(C[n+]1ccccc1)N/N=C/c1ccc(O)cc1,-10,-15,0.2,3,8,-3,13,-8,-8
COC(=O)/C=C1\SC(=NC(=O)c2ccc(-c3ccccc3)cc2)NC1=O,3,-1,-0.1,0,-11,-7,1,11,-4
COc1ccc(C(=O)Nc2ccccc2C(=O)N2CCN(c3ccccc3)CC2)cc1,0,-1,0.5,0,-5,-9,-1,4,nt
Cc1cc(NC(=O)CSCC(=O)Nc2cc(C(F)(F)F)ccc2N2CCCCC2)no1,-6,-5,0.7,0,1,-25,6,-3,nt
COc1cc(OC)cc(C(=O)N2CCC(n3c(C)nc4cc(F)ccc43)CC2)c1,1,-1,1.3,15,0,-9,2,-9,-38
O=C(Nc1nc2cc3c(cc2s1)OCO3)C1CC1,-25,-3,0.3,-2,19,-12,6,-16,3
O=C(COC(=O)CN1C(=O)C2CC=CCC2C1=O)Nc1cccc([N+](=O)[O-])c1 (stereo not given),-6,-2,2.1,2,12,-11,2,-6,nt
O=S(=O)(c1ccc(Cl)cc1)N1CCN(c2ccc(N3CCOCC3)nn2)CC1,-22,-4,0.4,4,11,-4,20,-11,-8
Cc1coc2c1c(C)cc1oc(=O)c(CC(=O)NCC(=O)NCC(=O)O)c(C)c12,-21,5,-0.1,5,-5,-2,20,-2,nt
Cc1cc(C)c(C)c(S(=O)(=O)N2C(=S)NC(=O)C2C(C)C)c1C (stereo not given),-19,0,5.6,0,30,-8,5,-5,-9
CC1CCN(C(=O)CN(c2ccc(Oc3ccccc3)cc2)S(C)(=O)=O)CC1,14,1,5.2,6,21,-7,-3,-8,20
O=C(OCC(=O)N1CCCC1)c1ccc(Cl)c([N+](=O)[O-])c1,-3,-7,1.6,1,18,-4,2,-7,-2
O=C(NNc1ccccn1)c1ccc(Cl)nc1,-5,-4,0.0,0,-2,-8,6,2,-7
S=C(NC1CCCCC1)N1CCn2cccc2C1c1cccnc1 (stereo not given),0,-7,1.8,4,14,-3,7,-9,2
Cc1ccc(N=C2C(=O)Nc3ccccc32)cc1,-1,-2,2.1,-1,5,7,9,-15,-12
Cc1ccc(C)c(NC(=O)CSc2nc3c(c(=O)n2C)SC(C)C3)c1 (stereo not given),-5,0,1.1,-1,-4,-29,0,1,-15
O=C(O)CCCCCNS(=O)(=O)c1cccc2nsnc12,-9,-2,0.5,12,13,6,6,-11,-5
CCOC(=O)c1c[nH]n2c(=O)cc(C)nc12,-14,-1,0.6,3,9,-35,16,0,-7
Cc1nnc(SCC(=O)N(C)C2CCS(=O)(=O)C2)n1Cc1ccccc1 (stereo not given),7,-5,0.0,1,9,-22,3,-16,6
O=C(CNS(=O)(=O)c1cccs1)NCCc1ccc(Cl)cc1,-17,0,2.0,3,-8,12,18,-19,-20
COc1ccc(CCn2c(=O)[nH]c3cc(C(=O)NCCCN4CCOCC4)ccc3c2=O)cc1OC,-3,-3,0.0,2,-9,-24,6,16,-10
O=C(NCc1ccc2c(c1)OCO2)c1ccc(N2CCCC2=O)cc1,-16,-1,0.0,7,11,3,12,-9,-12
COc1ccc(CN2CCN(C(=O)CCC(=O)Nc3nnc(C4CCCCC4)s3)CC2)cc1F,34*,-2,4.8,9,27,20,-17,-15,-15
CC1(C)Oc2cc3oc(=O)ccc3c3c2C2C1CCC(C)(O3)C2O (stereo not given),-1,-2,0.2,1,17,-2,2,-2,nt
Cn1ncc(=S)[nH]c1=S,1,1,0.6,1,3,-12,-2,-8,nt
COC(=O)N/N=C/c1ccc(-c2cccc(Cl)c2)o1,-12,-4,0.7,0,11,4,10,-4,-9

# Full records from above. Order of values: CHRM1 antagonist, CHRM1 agonist, CHO-K1 Ca ag, TAAR1 ag, M1 PAM parental, TAAR1 antag, CHRM1 PAM, CHO-K1 Ca antag, CHO parental Ca
# `O=c1c2ccccc2nc2c3ccccc3c(NCc3ccccn3)nn12` as listed: 5, -9, 2.2, 9, 9, 11, -3, 3, -18
# `O=C(COC(=O)CN1C(=O)C2CC=CCC2C1=O)Nc1cccc([N+](=O)[O-])c1` (stereo not given) as listed: -6, -2, 2.1, 2, 12, -11, 2, -6, nt
# `Cc1coc2c1c(C)cc1oc(=O)c(CC(=O)NCC(=O)NCC(=O)O)c(C)c12` as listed: -21, 5, -0.1, 5, -5, -2, 20, -2, nt
# `O=C(Nc1nc2cc3c(cc2s1)OCO3)C1CC1` as listed: -25, -3, 0.3, -2, 19, -12, 6, -16, 3
# `COc1ccc(C(=O)Nc2ccccc2C(=O)N2CCN(c3ccccc3)CC2)cc1` as listed: 0, -1, 0.5, 0, -5, -9, -1, 4, nt

# Bioassay records: PubChem BioAssay, The Scripps Research Institute Molecular Screening Center
